Tb PGK inh – qHTS Assay to Find Inhibitors of Phosphoglycerate Kinase | Phosphoglycerate kinase, glycosomal (Trypanosoma brucei brucei), P07378 | PGK/GAPDH coupled, Kinase-Glo luminescence, 60 min | Potency, µM (highest dose often 57.5 µM), for the others: at the top dose activity change, negative = inhibition, hits mostly inhibitors | 0.043% of 380,000 active | AID 602233, 2012; further: potency means the concentration at half of the fitted maximal effect; on the % scale 0 is the no-effect control and ±100 the full control effect; nearly all actives have a fitted effect of over 60% in size
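Recombinant glycosomal PGK reaction used 1,3-bisphosphoglycerate generated in-well by GAPDH (100nM final) in 100mM TEA pH 7.6, 5mM MgCl2, 0.01% Tween-20. After 60 minutes at room temperature, ATP was read by Kinase-Glo Plus luminescence end-point.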
BAZ2B inh – qHTS Assay for Inhibitors of BAZ2B; AlphaScreen BAZ2B-H3K14Ac peptide displacement; Potency, µM (series often up to 114 µM), for inactives: top-dose activity change, negative = inhibition, hits mostly inhibitors; 4.4% of 360,000 active; further: potency means the concentration at half of the fitted maximal effect; on the % scale 0 is the no-effect control and ±100 the full control effect; nearly all actives have a fitted effect of over 60% in size
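BAZ2B (50 nM) with biotin-H3(5-23)K14Ac peptide (50 nM) in PBS pH 7.4, 0.01% Tween-20, preformed 30 min, then compound 30 min at room temperature; top concentration 110uM. AlphaScreen streptavidin donor/nickel chelate acceptor beads (10 ug/mL final), 20 min dark, signal read.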
POLH inh – qHTS for Inhibitors of Polymerase Eta; recombinant Pol eta, fluorescent DNA replication assay; 1.2% of 390,000 active; Potency, µM (highest dose often 114 µM), for inactives: at the top dose activity change, negative = inhibition, usual class: inhibitors; AID 588591, 2011; further: potency means the concentration at half of the fitted maximal effect; on the % scale 0 is the no-effect control and ±100 the full control effect
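Pol eta (10 nM) was preincubated with compounds for 15 min at room temperature, after which fluorescent replication substrate (50 nM final) was added to start the reaction. Fluorescence was read kinetically at 0 and 10 min.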
PI4K2A block – qHTS for small molecular inhibitors of PI4K2A. Phosphatidylinositol 4-kinase type 2-alpha (Homo sapiens), Q9BTU6. purified PI4K2A, ADP-Glo luminescence, 1 h; stronger effect = lower value. activity change, negative = inhibition, % at 76.9 µM. 0.13% of 420,000 active. AID 1346378, 2018; in the data active means activity change below about -50%; inconclusive means mostly about -30% to -49%;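 further: -100% = wells without enzyme as full effect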
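ADP-Glo luminescence measured ADP generated by PI4K2A enzyme (4 ug/mL before mixing) with 1.2 mM PI substrate (pre-mix) and 300 microM ATP (pre-mix). Tris pH7.5 buffer with MgCl2, Triton X-100; 1 h reaction at ambient temperature.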
HP1b binding inh – HTS for Inhibitors of HP1-beta Chromodomain Interactions with Methylated Histone Tails; 0.56% of 390,000 active; AID 540317, 2011; AlphaScreen HP1-beta / biotin-H3K9me3 peptide binding; Potency, µM (doses to about 114 µM), without a hit: top-dose activity change, negative = inhibition, hits mostly inhibitors; further: potency means the concentration at half of the fitted maximal effect; nearly all actives have a fitted effect of over 70% in size; inactives centre near 23
Target sequence (P83916 whole entry, looked up): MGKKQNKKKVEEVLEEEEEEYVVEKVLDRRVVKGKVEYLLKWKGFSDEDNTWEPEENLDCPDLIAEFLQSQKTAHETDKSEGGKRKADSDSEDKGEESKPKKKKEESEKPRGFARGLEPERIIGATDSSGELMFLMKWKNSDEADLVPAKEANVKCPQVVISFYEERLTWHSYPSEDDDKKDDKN
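Compound inhibition of the preformed complex between 50 nM HP1-beta and 50 nM biotinylated H3K9me3 peptide was read by AlphaScreen. Buffer was PBS pH 7.4 with 0.01% Tween-20. Incubations ran 30 min at room temperature, with 10 ug/mL donor/acceptor beads.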
GLS inhibitor – qHTS for Inhibitors of Glutaminase (GLS); Glutaminase kidney isoform, mitochondrial (Homo sapiens), O94925; GLS enzymatic activity, qHTS titration; Potency, µM (doses to about 45.5 µM), for inactives: at the highest dose activity change, negative = inhibition, usual class: inhibitors; 0.21% of 410,000 active; AID 624170, 2012; further: potency means the concentration at half of the fitted maximal effect; on the % scale 0 is the no-effect control and ±100 the full control effect
Target sequence (O94925 whole entry, looked up, canonical isoform): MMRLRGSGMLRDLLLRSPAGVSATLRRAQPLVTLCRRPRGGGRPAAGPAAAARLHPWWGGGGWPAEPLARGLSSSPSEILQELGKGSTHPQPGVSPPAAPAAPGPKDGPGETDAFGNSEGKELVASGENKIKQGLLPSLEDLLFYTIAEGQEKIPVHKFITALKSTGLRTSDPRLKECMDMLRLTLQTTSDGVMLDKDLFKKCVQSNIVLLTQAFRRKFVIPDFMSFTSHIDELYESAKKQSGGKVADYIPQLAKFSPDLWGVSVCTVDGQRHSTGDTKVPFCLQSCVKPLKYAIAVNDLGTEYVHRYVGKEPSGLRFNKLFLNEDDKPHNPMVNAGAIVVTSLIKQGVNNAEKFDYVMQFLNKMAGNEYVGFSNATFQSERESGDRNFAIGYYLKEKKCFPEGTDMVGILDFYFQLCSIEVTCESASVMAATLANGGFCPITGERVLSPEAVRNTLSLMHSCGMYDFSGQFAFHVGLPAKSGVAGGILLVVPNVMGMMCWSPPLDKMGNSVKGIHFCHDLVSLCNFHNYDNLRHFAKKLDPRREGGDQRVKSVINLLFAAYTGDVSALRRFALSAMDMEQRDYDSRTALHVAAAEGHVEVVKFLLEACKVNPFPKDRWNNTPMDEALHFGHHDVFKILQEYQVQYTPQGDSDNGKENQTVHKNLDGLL
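Enzyme dispensed in phosphate buffer (45 mM, pH 8.2, 0.02% Tween-20), compounds pinned in, then 1 mM L-glutamine solution and the glutamate oxidase–HRP–Amplex Red mix added; fluorescence read immediately and again after 30 min at room temperature.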
G9a inh – qHTS Assay for Inhibitors of Histone Lysine Methyltransferase G9a; Histone-lysine N-methyltransferase EHMT2 (Homo sapiens), Q96KQ7; G9a H3K9 monomethylation, AlphaScreen, 2 h; Potency, µM (titrated, usually from 102 µM), without a hit: at the highest dose activity, negative = inhibition, actives largely listed as inhibitors; 8.8% of 350,000 active; further: potency means the concentration at half of the fitted maximal effect; on the % scale 0 is the no-effect control and ±100 the full control effect; nearly all actives have a fitted effect of over 75% in size
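Methyltransferase reactions run at room temperature for 2 h (20 nM enzyme, 500 nM biotin-H3K9 peptide, 20 uM SAM) after a 15 min compound preincubation; product detected by AlphaScreen beads and anti-H3K9me1 antibody.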
JMJD2A Tudor inh – qHTS Assay for Inhibitors of JMJD2A-Tudor Domain. AlphaScreen JMJD2A-Tudor / H3K4me3 peptide binding. Potency, µM (top dose mostly 114 µM), for inactives: at the highest dose activity change, negative = inhibition, hits mostly inhibitors. 4.4% of 390,000 active. AID 504339, 2011; further: potency means the concentration at half of the fitted maximal effect; on the % scale 0 is the no-effect control and ±100 the full control effect; nearly all actives have a fitted effect of over 50% in size
Pin1 inhibitor – qHTS Assay to Find Inhibitors of Pin1; 0.009% of 390,000 active; Potency, µM (series often up to 115 µM), inactives show top-dose activity, negative = inhibition, usual class: inhibitors; Pin1 FP peptide displacement, HiFluor488, 10 min; active means well fitted inhibition curve with a large enough effect in the polarisation, with a control signal flat, not every such curve was filed as active; inconclusive means small, poorly fitted or top-dose-only effect, or effect the other way, or a change in a side signal; inactive means no such curve, though single readings can be large or run the other way; the % refers to the polarisation; further: potency means the concentration at half of the fitted maximal effect; on the % scale 0 is the no-effect control and ±100 the full control effect
Target sequence (Q13526 whole entry, looked up): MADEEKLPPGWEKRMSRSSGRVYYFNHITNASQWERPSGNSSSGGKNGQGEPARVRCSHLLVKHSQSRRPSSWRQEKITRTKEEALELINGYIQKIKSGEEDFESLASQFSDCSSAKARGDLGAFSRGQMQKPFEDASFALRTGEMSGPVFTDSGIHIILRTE
* hit, by the source's call; i = inactive; ? = inconclusive; · = not tested or not shown; & = joins results of further samples; ! = not active in a repeat; [ ] = remark or other dose. Unless noted, the call rests on the fitted dose curve; in most records, active means well fitted curve in the direction sought with a large enough effect; inconclusive means small, poorly fitted or top-dose-only effect, or another doubt; inactive means no such curve, though single readings can be large; an effect the other way counts as inactive or inconclusive. The list is partial; the hit share may differ from the screen's.

SMILES	Tb PGK inh	BAZ2B inh	POLH inh	PI4K2A block	HP1b binding inh	GLS inhibitor	G9a inh	JMJD2A Tudor inh	Pin1 inhibitor
CC(C)(C)c1nc(-c2ccccc2)nc2c1OCCC2	-9%	59%[activator]	-9%	-1	127%[activator]	1%	-4%[2.33 µM]	46%[activator]	3%
O=C(CN1CCN(S(=O)(=O)c2ccc(Br)cc2)CC1)N/N=C/c1ccc(Br)s1	4%	?	-5%	-1	-5%	4%	3%[59 µM]	-35%	13%
COc1ccc(C(C(=O)Nc2ccc(C(C)C)cc2)N(C)C(=O)c2ccc(=O)[nH]c2)cc1 (stereo not given)	-3%	-6%	-6%	1	-16%	-9%	-35%	50µM*	0%
CN(C)c1ccc(-c2ccc3c(=O)c4ccccc4n(C)c3c2)cn1	-9%	?	20µM*	-10	20%	-13%	?	?	45%[activator]
C=CCN(c1cccc(C(F)(F)F)c1)S(=O)(=O)c1cccc(C(=O)OCC(=O)NCCC)c1	9%	7%	-28%	-11	34%	3%	-15%	-1%	3%
Cc1ccc(S(=O)(=O)N(C)c2ccc(C(=O)NCC(c3ccco3)N3CCCC3)cc2)cc1 (stereo not given)	13%	·	-2%	-4	·	5%	·	·	·
C=CCOc1ccc(/C=C/C(=O)OCC(=O)NCc2cccs2)cc1	-2%	9%	-8%	7	36%	0%	4%	-1%	3%
COc1ccc(CCNC(=O)CCC(=O)c2cccs2)cc1OC	-5%	12%	-6%	-3	5%	1%	-10%[2.33 µM]	-17%	2%
c1ccc(Cc2nnc3sc(-c4ccncc4)nn23)cc1	i	-3%	-7%	-3	-26%	-14%	3.5µM*	-12%	6%
O=C(Nc1ccc(F)cc1)NC1CCCCCCC1	-1%	-3%	-8%	-5	63%[activator]	-7%	25%	1%	-1%
COC(=O)C1=C(C)OC(N)=C(C#N)C1C1CCCCC1 (stereo not given)	·	7%	-5%	-1	10%	5%	-5%[0.0925 µM]	-4%	3%
CCOc1ccc(NC(=O)CN(C)C(=O)c2ccccc2OCc2cccc(C)c2)cc1OCC	i	-35%	-28%	-4	-10%	11%	11%[12.7 µM]	-34%	7%
CC(=O)c1cc(C#N)c(SCC(=O)OC(C)C)nc1C	·	0%	-11%	-4	39%	-5%	0%[59 µM]	-26%	-4%
CC(C)(Cc1ccc(O)cc1)NC(=O)CC(=O)N/N=C/c1ccc([N+](=O)[O-])cc1	-2%	-16%	-9%	-4	34%	-6%	3%[59 µM]	-20%	3%
O=C(CNC(=O)C1CCCCC1)Nc1cc(Cl)cc(Cl)c1	7%	-2%	-2%	4	16%	16%	28%[59 µM]	-4%	-1%
COCCCn1c(CCC(=O)O)ccc1-c1ccc(F)cc1	2%	-33%	-10%	4	35%	11%	11µM*	-20%	0%
Cc1cc(NC(=O)COC(=O)[C@H](Cc2ccccc2)NC(=O)c2ccco2)no1	9%	·	-21%	9	17%	-5%	·	-7%	-1%
CC12CCC(c3nnc(SCC(=O)Nc4cccc5ccccc45)nc31)C2(C)C (stereo not given)	-6%	-38%	-12%	2	?	-7%	27%[0.501 µM]	-13%	-3%
COC(=O)c1ccc(OS(=O)(=O)N(C)C)cc1	i	0%	-15%	0	40%[activator]	-4%	0%	5%	-4%
CC(NC(=O)COC(=O)c1ccc[nH]c1=O)c1ccccc1 (stereo not given)	-2%	·	-6%	-1	18%[57 µM]	-6%	·	4%	2%
O=C(CN1C(=O)c2ccccc2S1(=O)=O)Nc1ccccc1	·	-20%	-11%	6	8%	3%	-19%[59 µM]	-13%	-1%
OCCCNC(=S)Nc1ccc(Nc2ccccc2)cc1	-7%	-33%	-10%	-6	14%	?	?	-21%	4%
Cc1ccc(N2C(=O)c3n[nH]c(C)c3C2c2ccc(Cl)cc2)cc1 (stereo not given)	-1%	·	-15%	3	23%	9%	-28%[59 µM]	-18%	-4%
COc1ccc(Cc2nc3ccc(C(=O)NC(C)c4cn(C)nc4C)cc3o2)cc1 (stereo not given)	-9%	-17%	-17%	0	52%[activator]	4%	3%	-21%	-7%
Cc1ccc(N(CC(N)=O)C2SC(=O)NC2=O)cc1 (stereo not given)	·	3%	5%	0	28%	2%	-2%	-8%	-1%
COc1ccc(-c2cc(C(F)(F)F)n3nc(C)cc3n2)cc1	i	45%[activator]	-4%	5	60%[activator]	-2%	67%[activator]	21%	-6%
CC1Cc2ccccc2N1C(=O)c1ccc2nccnc2c1 (stereo not given)	-7%	-5%	-14%	-9	37%	-6%	·	-8%	-3%
Cc1cc(C)n(-c2nc(N(c3ccccc3)c3ccccc3)nc(-n3nc(C)cc3C)n2)n1	-9%	-10%	-14%	-2	-4%	-2%	20%[59 µM]	?	-1%
COc1cc(OC)cc(-c2nnc(SCC(=O)N3CCCCC3)o2)c1	-8%	10%	-10%	-3	39%	-1%	17%[59 µM]	-15%	3%
CC(NCc1cccs1)C(=O)NC1CCCCC1 (stereo not given)	3%	40µM*	-5%	1	?	0%	?	20µM*	5%

Whole records, quoted from the list. Order of values: Tb PGK inh, BAZ2B inh, POLH inh, PI4K2A block, HP1b binding inh, GLS inhibitor, G9a inh, JMJD2A Tudor inh, Pin1 inhibitor
Results for CCOc1ccc(NC(=O)CN(C)C(=O)c2ccccc2OCc2cccc(C)c2)cc1OCC → i, -35%, -28%, -4, -10%, 11%, 11%[12.7 µM], -34%, 7%
Results for CC12CCC(c3nnc(SCC(=O)Nc4cccc5ccccc45)nc31)C2(C)C (stereo not given) → -6%, -38%, -12%, 2, ?, -7%, 27%[0.501 µM], -13%, -3%
Results for O=C(CNC(=O)C1CCCCC1)Nc1cc(Cl)cc(Cl)c1 → 7%, -2%, -2%, 4, 16%, 16%, 28%[59 µM], -4%, -1%
Results for CN(C)c1ccc(-c2ccc3c(=O)c4ccccc4n(C)c3c2)cn1 → -9%, ?, 20µM*, -10, 20%, -13%, ?, ?, 45%[activator]
Results for COc1cc(OC)cc(-c2nnc(SCC(=O)N3CCCCC3)o2)c1 → -8%, 10%, -10%, -3, 39%, -1%, 17%[59 µM], -15%, 3%

Continuation:
SMILES	Tb PGK inh	BAZ2B inh	POLH inh	PI4K2A block	HP1b binding inh	GLS inhibitor	G9a inh	JMJD2A Tudor inh	Pin1 inhibitor
O=C(CN1CCN(Cc2ccccc2)CC1)NC(=O)NCc1ccco1	-8%	-34%	3%	6	2%	4%	-26%[59 µM]	-30%	2%
Nc1nn(-c2cccc(F)n2)cc1-c1ccccc1	-15%	-12%	-3%	-19	3%	-9%	10%	1%	5%
CN1CCC(N(C)C(=O)c2ccc(Cl)c(S(=O)(=O)Nc3cc(Cl)ccc3Cl)c2)CC1	9%	-2%	-5%	2	37%	3%	-6%[12.7 µM]	0%	-4%
Cc1ccc(NC(=O)Cn2cnc3sc(C(=O)O)c(C)c3c2=O)cc1Cl	-6%	4%	-19%	1	38%	-4%	0%[59 µM]	-7%	-4%
CCOCC(O)CS(=O)Cc1ccccc1 (stereo not given)	-12%	2%	2%	9	7%	0%	8%[12.7 µM]	-11%	5%
COc1ccc(S(=O)(=O)N2CCCCCC2)cc1C(=O)N1CCCCC1	i	?	-27%	-2	17%	-7%	?	-4%	-6%
Cc1c(C(=O)O)[nH]c2ccc([N+](=O)[O-])cc12	i	79µM*	-15%	-3	?	21%	?	79µM*	-3%
CN(c1ncnc2onc(-c3cccc(Cl)c3)c12)C1CCCCC1	i	27%	?	-2	74%[activator]	2%	23%[59 µM]	29%	2%
CCOC(=O)c1oc2ccccc2c1COC(=O)CNC(=O)c1cccc(C)c1	-6%	4%	-11%	-2	12%	6%	-12%	-13%	-2%
COc1ccc(C(C)n2c(C)c3c(C)nnc(C)c3c2C)cc1 (stereo not given)	-5%	89µM*!	-4%&-3%	-3&0	-14%&-18%	-32%&-4%	?	?	31%&28%[activator]
CCC(=O)Nc1nc(-c2ccccc2)ns1	-4%	11%	-6%	-1	45%[activator]	·	21%[59 µM]	4%	3%
COc1ccc(C(c2sc3nc(C)nn3c2O)N2CCC(O)CC2)cc1OC (stereo not given)	-2%	-1%	-7%	9	35%	1%	9%	-5%	-1%
Cc1nn(-c2ccccc2)c(N)c1N=Nc1ccc(Cl)cc1	22%	40µM*	-29%	0	?	7%	35µM*	45µM*	3%

Compound activity: PubChem BioAssay, National Center for Advancing Translational Sciences (NCATS)
